# PMI inhibition: human PMI inhibitors, high substrate, primary screen, biochemical, fluorescence intensity, high mannose 6-phosphate (AID 1220). hit rate 0.66% among 190,000. inhibition, % at 20 µM; hits with a dose series show IC50 in µM. recombinant PMI enzyme, coupled fluorescence intensity; higher % means a stronger effect
# Lipid droplet: modulators of hepatic lipid droplet formation. hit rate 0.4% among 240,000. AML12 mouse hepatocytes, oleate lipid droplets, BODIPY imaging. AID 1656. inhibition, % at 6.5 µM;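 active = lipid droplet intensity inhibited by at least 50%, with more than 500 cells counted; inconclusive = wells with under 300 cells, treated as cytotoxic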
#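 Material – mouse AML12 hepatocyte cell line, fixed after treatment · Compound dosing – one dose, 6.5 µM compound · Times – compound with oleate, overnight · Measured by – Image-based BODIPY and DAPI two-channel analysis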
# human PMI inhibition: inhibitors of human PMI, primary screen, biochemical, fluorescence intensity, coupled assay (AID 1209) | purified PMI enzyme, coupled fluorescence intensity; higher % means a stronger effect | inhibition, % at 20 µM, or IC50 in µM where a hit was titrated | hit rate 0.42% among 190,000;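 note: plate controls were DMSO vehicle for no effect and wells lacking substrate for full effect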
# K1F lysis inhibition: protection from phage-mediated lysis, alamar blue read-out – E. coli UTI89, K1F phage, bacterial capsule biogenesis inhibitors (AID 488966); E. coli UTI89 K1F phage lysis, alamar blue, 2 h; higher % means a stronger effect; one-dose inhibition, % at 100 µM; IC50 in µM for titrated hits; hit rate 0.02% among 340,000;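 active = phage lysis inhibition, versus mean bacterial control, above a set limit; inconclusive = no clear call, values can overlap the other calls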;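 note: capsule biogenesis inhibitors block K1F phage lysis so surviving cells raise fluorescence; higher fluorescence means more inhibition of phage lysis; actives were called in the ten point dose series up to 300 µM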
# TNAP activation fold: stimulation of alkaline phosphatase TNAP activity – biochemical, luminescent, no phosphate acceptor, uHTS, primary screen (AID 1001) | purified TNAP, luminescent activation assay, no phosphate acceptor; higher activation fold means a stronger effect | one-dose activation fold at 20 µM; EC50 in µM for titrated hits | hit rate 0.03% among 200,000; in the data active = activation fold from about 3, or a potency from the dose series; inactive = the rest, 99 in 100 with activation fold below about 1.6; note: many of its hits are not listed in these tables
# XIAP displacement: small molecules displacing peptide from XIAP – biochemical, IAP family, fluorescence polarization (AID 1018) | XIAP BIR domain, fluorescence polarization peptide displacement; higher % means a stronger effect | one-dose displacement, % at 20 µM; IC50 in µM for titrated hits | hit rate 0.007% among 200,000; in the data active = displacement above about 50%; note: a part of the inactive calls stands beside numbers as strong as those of hits
# M17LAP inhibition: P. falciparum M17LAP inhibitors, primary screen, biochemical, fluorogenic H-Leu-NHMec substrate, 1536-well (AID 1619). recombinant M17LAP, H-Leu-NHMec fluorogenic kinetic assay; higher % means a stronger effect. inhibition, % at 30 µM, or IC50 in µM where a hit was titrated. hit rate 0.38% among 220,000;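 active = compound inhibiting the enzyme by more than half at any dose during confirmatory dose-response retesting; inconclusive = strong single-dose inhibitors picked by rank but not retested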;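 note: plate controls were full reaction with DMSO carrier for no effect and no enzyme background for full effect; strong numbers were not always called active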
# SIAH1 antagonists: Siah-1 peptide-binding antagonists, primary screen, biochemical, fluorescence polarization, rhodamine-plectin, uHTS (AID 1817); Siah-1 / rhodamine-plectin peptide fluorescence polarization; higher % means a stronger effect; displacement, % at 20 µM, or IC50 in µM where a hit was titrated; hit rate 0.02% among 290,000;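 active = displacement of at least 50% at 20 µM, with a fluorescence ratio check between 0.3 and a set limit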;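 note: plate controls were Siah plus tracer with DMSO for no effect and tracer alone without Siah for full effect; strong numbers were not always called active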
# P. falciparum M1AAP: malaria alanyl aminopeptidase activity blockers – biochemical, fluorogenic H-Leu-NHMec substrate, 1536-well (AID 1445); recombinant M1AAP, H-Leu-NHMec fluorogenic kinetic assay; higher % means a stronger effect; one-dose inhibition, % at 30 µM; IC50 in µM for titrated hits; hit rate 0.42% among 220,000;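 active = primary inhibition above the hit cutoff, then over 50% inhibition at one or more dose response concentrations, cut at about 23% in these data, passing the limit was not always enough; inconclusive = conflicting primary data, or primary hits not chosen for dose response; inactive = low primary inhibition, or under 50% at every dose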;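 note: plate controls were DMSO full reaction for no effect and no enzyme background for full effect; strong numbers were not always called active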
# Lipid droplet cells 6.5 µM: recorded beside Lipid droplet, whose call it bears; cell count; measured here: cell count, cytotoxicity flag;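 cells counted across two imaged fields per well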
# The depositor's hits bear a star; ? = inconclusive; / = not tested or not shown; [ ] = dose if it differs, or a comment. Cut-off read from the data, not from the text of the source, unless noted: active = inhibition above about 50%; inactive = the rest. This is a random part of the collection. Share with any hit: about 1.9%.
SMILES,PMI inhibition,Lipid droplet,Lipid droplet cells 6.5 µM,human PMI inhibition,K1F lysis inhibition,TNAP activation fold,XIAP displacement,M17LAP inhibition,SIAH1 antagonists,P. falciparum M1AAP
COc1ccc(C2=NN(C(=O)c3cccc([N+](=O)[O-])c3)C(c3cccc([N+](=O)[O-])c3)C2)cc1 (stereo not given),0%,-38,673,8%,2.0%,1.1,-6.5%,8%,3%,5%
C=CCNc1nc(N(c2ccccc2)c2ccccc2)nc(-n2ccnc2)n1,9%,/,/,-4%,0.2%,0.9,-4.9%,-5%,5%,6%
CCN1CCN(c2cc(C)c3cc(NC(=S)N4CCN(c5ccc(F)cc5)CC4)ccc3n2)CC1,34%,15,723,21%,0.2%,1.1,-7.3%,2%,-9%,4%
Cc1cc(C(=O)COc2ccccc2C(N)=O)c(C)n1CC1CCCO1 (stereo not given),7%,5,613,13%,0.0%,1,-8.1%,-1%,-6%,0%
O=C(NCCOc1ccccc1)C1CCCCC1,2%,3,658,-1%,0.1%,1.1,-7.7%,3%,6%,1%
CCCOc1ccc(-c2nc(N)n[nH]2)cc1,4%,/,/,3%,1.9%,0.9,-1.5%,1%,-2%,8%
CCOCCn1c(N2CCN(c3ccccc3)CC2)nc2c1c(=O)[nH]c(=O)n2C,/,18,591,/,0.2%,1.1,-14%,-1%,1%,3%
CCOC(=O)c1c(CN2CCN(C)CC2)oc2ccc(OC)cc12,-3%,-6,730,3%,0.5%,1.1,-4.1%,8%,6%,1%
Cc1nnc(SCC(=O)NCCN2C(=O)CSC2=O)n1-c1ccccc1,4%,3,703,7%,0.5%,1.1,-2.9%,-6%,5%,-5%
Cc1cccc(C(=O)O/N=C2/CC3CCC2(C)C3(C)C)c1 (stereo not given),8%,4,788,7%,0.0%,1.1,-2.1%,2%,2%,-1%
CCCc1ccc(-c2cc(C(=O)NN3CCOCC3)c3ccccc3n2)cc1,14%,/,/,10%,7.8%,1,-22%,-1%,-2%,11%
CCC(NC(=O)c1ccc([N+](=O)[O-])cc1[N+](=O)[O-])c1ccccc1 (stereo not given),18%,-3,641,16%,0.1%,1.1,-5.0%,-5%,-3%,3%
COc1ccc(CCNC(=O)CCn2c(=O)c3ccccc3n(CC(=O)NCC3CCCO3)c2=O)cc1OC (stereo not given),-8%,9,732,-5%,0.3%,1.1,-2.3%,5%,2%,6%
COc1ccc(CN2CCC(CO)(CCOc3ccccc3)CC2)c(OC)c1C,-5%,-10,542,-4%,-0.4%,1,-9.2%,-7%,-5%,-3%
O=c1c2ccccc2oc2nc(-c3ccco3)n(Cc3ccccc3)c(=O)c12,-10%,/,/,-16%,-0.1%,1.1,-7.3%,10%,-5%,5%
Clc1ccc(/C=N/Nc2nnc(Cl)c3ccccc23)cc1,2%,1,709,5%,0.3%,1,-8.4%,15%,0%,14%
CC1CCN(C(=O)Cn2nnc(-c3cccs3)n2)CC1,9%,0,701,10%,0.1%,1.1,-2.3%,/,-2%,/
CN1CCC(=NNC(=O)CSCc2ccccc2)CC1,0%,/,/,11%,0.0%,1.1,-24%,3%,4%,1%
O=C(NCC1COc2ccccc2O1)C1CCC(CNc2c(N3CCCCC3)c(=O)c2=O)CC1 (stereo not given),7%,/,/,3%,0.4%,1.3,-5.4%,?,-4%,4%
O=C(CC1CCCC1)Nc1nnc(C2CC2)s1,11%,/,/,8%,0.4%,1.1,-1.3%,-6%,1%,-11%
Cc1ccc(S(=O)(=O)n2[nH]c(=O)cc2N)cc1,4%,14,658,7%,0.4%,1,-5.9%,4%,-2%,6%
Cc1ccc(Cn2nc(C)c(NC(=O)c3cc(-c4ccco4)on3)c2C)cc1,1%,/,/,9%,-0.8%,1,-0.3%,12%,2%,12%
CCOC(=O)C(CC)Sc1nnc2n1C(C)(C)Cc1ccccc1-2 (stereo not given),-9%,/,/,24%,0.3%,1.1,-4.5%,-8%,0%,7%
Cc1ccc2nc(NC(=O)Cn3cc4c(n3)CCCCC4)sc2c1,4%,-1,646,16%,-1.5%,1.2,2.0%,16%,4%,3%
CC(=O)Nc1ccc(C(=O)OCc2ccc(F)cc2Cl)cc1,3%,26,773,5%,0.8%,1,-3.0%,2%,1%,3%
# Continued.
SMILES,PMI inhibition,Lipid droplet,Lipid droplet cells 6.5 µM,human PMI inhibition,K1F lysis inhibition,TNAP activation fold,XIAP displacement,M17LAP inhibition,SIAH1 antagonists,P. falciparum M1AAP
COc1ccccc1CCc1nnc(CCC(=O)NC(C)Cn2nc(C)cc2C)o1 (stereo not given),/,-22,655,/,0.0%,1,-3.3%,2%,-6%,1%
O=C(Cn1cnc2ccccc21)N/N=C/c1cccnc1,9%,2,715,1%,0.7%,1.1,-1.3%,6%,4%,6%
CCOc1ccccc1NC(=O)COn1nnc2ccc(Cl)cc21,2%,/,/,10%,1.6%,1,-8.0%,-4%,-1%,-11%
O=C(NCC1CCCO1)C1CCC(=O)N1CCc1ccccc1 (stereo not given),8%,/,/,12%,0.4%,1.1,-4.2%,-4%,1%,8%
Cc1cccc(/C(N)=N/OC(=O)c2cccnc2)c1,-2%,5,764,1%,-0.1%,1.1,-4.7%,0%,0%,-1%
CC(C)(C)N1NC2(CCCCC2)NC1=S,-106%,25,667,-53%,0.2%,1,-9.3%,-1%,3%,3%
Cc1ccc(NC(=O)N(CCCN2CCOCC2)Cc2cccs2)cc1C,-6%,/,/,-5%,-0.8%,1.1,-2.7%,-10%,-3%,-2%
O=C(COc1ccc(Cl)cc1)N1CCN(C(=O)c2cccc(F)c2)CC1,10%,3,789,12%,2.4%,1.1,-0.3%,17%,-2%,9%
C/C(CC(=O)Nc1cccc(C(F)(F)F)c1)=N\NC(=O)Cc1ccccc1,3%,7,752,-3%,1.2%,1.1,-1.0%,8%,19%,5%
COC(=O)C1(CCSC)NC(c2ccccc2F)C2C(=O)N(c3ccc4c(c3)OCCO4)C(=O)C21 (stereo not given),-5%,-3,676,-6%,-0.2%,1.1,-3.9%,9%,6%,2%
CCOC(=O)N(NC(=O)C(O)(C(C)C)C(C)C)c1ccccc1,-8%,6,666,-3%,0.2%,1,-6.1%,-5%,-2%,2%
CCCN(CCO)Cc1ccc(Cl)c(Cl)c1,-8%,-3,743,2%,8.5%,1,-3.7%,4%,6%,4%
N/C(=N\OS(=O)(=O)c1ccccc1)c1ccncc1,-14%,/,/,-11%,-0.2%,1,-2.5%,3%,2%,12%
COc1ccc2[nH]c3c(N4CC(C)OC(C)C4)ncnc3c2c1 (stereo not given),1%,8,764,5%,/,1.2,-4.0%,-68%,2%,6%
Cn1cc(CN2CCCC(C(=O)c3ccc(-c4ccccc4)c(F)c3)C2)cn1 (stereo not given),-7%,-3,674,4%,0.5%,1,-2.7%,-1%,4%,0%
Cc1ccc(S(=O)(=O)n2c(CN3CCCC(C)C3)nc3ccccc32)cc1 (stereo not given),8%,-1,771,13%,2.4%,1.2,-2.2%,19%,-3%,18%
C/C(N)=C(/C#N)C(=O)COC(=O)c1cc(-c2cccc(Br)c2)nc2ccccc12,1%,11,615,16%,1.5%,0.9,-7.4%,12%,0%,5%
Cc1ccc(Nc2nc3c(s2)CCC3)c(C)c1,2%,-6,750,4%,0.9%,1.1,-8.8%,-12%,-2%,-5%
C=CCC(NCc1ccccc1)c1ccccc1 (stereo not given),-10%,16,659,-2%,1.8%[50 µM],1,-6.8%,-16%,-4%,0%
O=C(NCc1ccc2c(c1)OCO2)C1CCC(CNc2c(N3CCCC3)c(=O)c2=O)CC1 (stereo not given),10%,-4,645,10%,-0.8%,1.1,-2.8%,10%,0%,19%
O=C(CSc1nc2ccc(Cl)cc2[nH]1)c1ccc2c(c1)OCO2,-2%,/,/,6%,1.0%,1.1,-2.8%,27%,-3%,4%
N/C(=N\OC(=O)c1ccc2c(c1)OCO2)c1ccc([N+](=O)[O-])cc1,0%,12,746,4%,0.1%,1,-6.8%,3%,6%,6%

# Entries above that have a halogen, in the order listed:
SMILES,PMI inhibition,Lipid droplet,Lipid droplet cells 6.5 µM,human PMI inhibition,K1F lysis inhibition,TNAP activation fold,XIAP displacement,M17LAP inhibition,SIAH1 antagonists,P. falciparum M1AAP
CCN1CCN(c2cc(C)c3cc(NC(=S)N4CCN(c5ccc(F)cc5)CC4)ccc3n2)CC1,34%,15,723,21%,0.2%,1.1,-7.3%,2%,-9%,4%
Clc1ccc(/C=N/Nc2nnc(Cl)c3ccccc23)cc1,2%,1,709,5%,0.3%,1,-8.4%,15%,0%,14%
CC(=O)Nc1ccc(C(=O)OCc2ccc(F)cc2Cl)cc1,3%,26,773,5%,0.8%,1,-3.0%,2%,1%,3%
CCOc1ccccc1NC(=O)COn1nnc2ccc(Cl)cc21,2%,/,/,10%,1.6%,1,-8.0%,-4%,-1%,-11%
O=C(COc1ccc(Cl)cc1)N1CCN(C(=O)c2cccc(F)c2)CC1,10%,3,789,12%,2.4%,1.1,-0.3%,17%,-2%,9%
C/C(CC(=O)Nc1cccc(C(F)(F)F)c1)=N\NC(=O)Cc1ccccc1,3%,7,752,-3%,1.2%,1.1,-1.0%,8%,19%,5%
COC(=O)C1(CCSC)NC(c2ccccc2F)C2C(=O)N(c3ccc4c(c3)OCCO4)C(=O)C21 (stereo not given),-5%,-3,676,-6%,-0.2%,1.1,-3.9%,9%,6%,2%
CCCN(CCO)Cc1ccc(Cl)c(Cl)c1,-8%,-3,743,2%,8.5%,1,-3.7%,4%,6%,4%
Cn1cc(CN2CCCC(C(=O)c3ccc(-c4ccccc4)c(F)c3)C2)cn1 (stereo not given),-7%,-3,674,4%,0.5%,1,-2.7%,-1%,4%,0%
C/C(N)=C(/C#N)C(=O)COC(=O)c1cc(-c2cccc(Br)c2)nc2ccccc12,1%,11,615,16%,1.5%,0.9,-7.4%,12%,0%,5%
O=C(CSc1nc2ccc(Cl)cc2[nH]1)c1ccc2c(c1)OCO2,-2%,/,/,6%,1.0%,1.1,-2.8%,27%,-3%,4%

# Profiles, looked up by structure. Order of values: PMI inhibition, Lipid droplet, Lipid droplet cells 6.5 µM, human PMI inhibition, K1F lysis inhibition, TNAP activation fold, XIAP displacement, M17LAP inhibition, SIAH1 antagonists, P. falciparum M1AAP
# O=C(CSc1nc2ccc(Cl)cc2[nH]1)c1ccc2c(c1)OCO2 is listed as -2%, /, /, 6%, 1.0%, 1.1, -2.8%, 27%, -3%, 4%
# C/C(CC(=O)Nc1cccc(C(F)(F)F)c1)=N\NC(=O)Cc1ccccc1 is listed as 3%, 7, 752, -3%, 1.2%, 1.1, -1.0%, 8%, 19%, 5%

# Compound activity as filed in PubChem BioAssay.
